Screening data from PubChem.
miR-122 sensor: miR-122 Renilla sensor signal increase in Huh7, primary screen, miR-122 inhibitor project, cell-based, single point, plate reader; Huh7 miR-122 Renilla luciferase sensor, 48 h; neutral wells = 0, positive control = 100; activation (reporter increase), % at 12.5 µM; 340,000 compounds, 0.3% hits;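 active = mean replicate activation score at least 90 and every replicate individually at or above 90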;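 also: higher luciferase means less miR-122 activity so hits act as miR-122 inhibitors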
SIRT5 inh: SIRT5 desuccinylase inhibitors, primary screen, biochemical, fluorescence imaging, single point, set 5; Purified SirT5, succinyl-peptide AMC, trypsin-coupled fluorescence; inhibition, % at 15 µM; 330,000 compounds, 1.1% hits; in the data active = inhibition above about 15%
Target sequence (Q9NXA8 whole entry, looked up): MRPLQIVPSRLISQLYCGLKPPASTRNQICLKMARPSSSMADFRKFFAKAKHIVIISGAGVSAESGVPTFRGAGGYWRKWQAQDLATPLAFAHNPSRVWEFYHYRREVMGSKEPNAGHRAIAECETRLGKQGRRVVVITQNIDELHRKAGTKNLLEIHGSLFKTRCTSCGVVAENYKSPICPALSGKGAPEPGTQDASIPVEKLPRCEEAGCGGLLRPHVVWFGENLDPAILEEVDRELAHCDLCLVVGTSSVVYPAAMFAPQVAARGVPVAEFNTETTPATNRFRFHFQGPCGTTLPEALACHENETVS
Cneo AK release: Cryptococcus neoformans cell lysis inducers, primary screen, AK release luminescence, single concentration. 360,000 compounds, 0.2% hits. AID 651654, 2012. C. neoformans lysis, adenylate kinase release luminescence, 4 h; normalised: neutral wells 0, clomiphene wells 100. lysis activity, % at 15 µM;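 active = mean lysis activity across replicates of at least 80%, whatever share of replicates individually reach that level; inactive = mean lysis activity below 80%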
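Material: C. neoformans cells; Schedule: 4 h static compound exposure, 37 °C, read 1 h post-reagent; Measured by: adenylate kinase release luminescence; Read-out: signal increase indicating cell lysis; Controls: Clomiphene as positive lysis control.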
ARNT-TACC3 inh: disruptors of ARNT/TACC3 protein interaction, primary screen, biochemical, AlphaScreen, single concentration | 390,000 compounds, 0.66% hits | inhibition, % at 9.99 µM | AlphaScreen His-ARNT PAS-B/GST-TACC3 binding, luminescence; TACC3 fragment carries E629A point mutation | Transforming acidic coiled-coil-containing protein 3 (Homo sapiens), Q9Y6A5;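 active = mean inhibition of replicates at least 50% and at least half of replicates each reaching 50%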;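 also: 0% = complete ARNT plus TACC3 wells and 100% = ARNT alone without TACC3; many hits fall short of the cut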
Statin myotox sup: suppressors of statin myotoxicity in C2C12 myotubes, primary screen, cell-based, single point, plate reader | C2C12 myotubes + simvastatin, ATP luminescence, 48 h; scaled: DMSO 0, geranylgeraniol control 100 | rescue of ATP level, % at 7.49 µM | 330,000 compounds, 0.78% hits;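 active = mean ATP rescue above about 67%, or every replicate alone reaching that limit, limit read from the data, passing the limit was not always enough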;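 also: myotubes were challenged with 10 µM simvastatin during compound exposure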
ERp5 block: inhibitors of ERp5-driven insulin aggregation, primary screen, biochemical, turbidity, absorbance 650 nm, single point. Protein disulfide-isomerase A6 (Homo sapiens), Q15084. 90 min. inhibition, % at 9.99 µM. 350,000 compounds, 0.05% hits;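 active = mean replicate inhibition above about 25%, with every replicate also reaching it, limit read from the data, passing the limit was not always enough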
Target sequence (Q15084 whole entry, looked up): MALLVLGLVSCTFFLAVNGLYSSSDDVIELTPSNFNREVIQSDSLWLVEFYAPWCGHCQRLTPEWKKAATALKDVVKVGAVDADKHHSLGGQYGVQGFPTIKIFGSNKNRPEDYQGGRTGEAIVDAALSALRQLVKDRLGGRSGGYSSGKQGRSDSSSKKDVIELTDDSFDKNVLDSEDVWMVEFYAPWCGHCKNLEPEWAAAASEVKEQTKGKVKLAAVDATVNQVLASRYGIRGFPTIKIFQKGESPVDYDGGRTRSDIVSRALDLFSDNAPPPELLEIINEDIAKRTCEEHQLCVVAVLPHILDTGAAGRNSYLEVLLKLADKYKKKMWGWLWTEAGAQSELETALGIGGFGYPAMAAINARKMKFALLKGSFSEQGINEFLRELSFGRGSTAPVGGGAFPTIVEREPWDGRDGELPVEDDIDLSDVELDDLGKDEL
esBAF inh: Bmi1 luciferase reporter increase in mESCs, primary screen, esBAF inhibitor project, mouse ES cells, Bmi1 luciferase knock-in, single point | 350,000 compounds, 2% hits | reporter increase, % at 12.5 µM | 24 h; 100% = twice the neutral-well signal; in the data active = activation above about 40%;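 also: 0% = median of the plate's neutral control wells and 100% = double that signal; a rise in the Bmi1 reporter signal indicates esBAF inhibition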
Active calls of the source: *; . = not tested or not shown; & = joins results of further samples; [ ] = another dose, or the depositor's remark. Compounds were not picked by outcome; overall some 4% were active at least once.

The line under a structure holds: miR-122 sensor, SIRT5 inh, Cneo AK release, ARNT-TACC3 inh, Statin myotox sup, ERp5 block, esBAF inh
CCc1ccccc1N(C(=O)c1snc(C(N)=O)c1N)C(C(=O)NCC1CCCO1)c1c[nH]c2ccccc12 (stereo not drawn)
  1, -6, 7, 7, 9, -1, 0
CCCOc1cccc(-c2cc(C(=O)N/N=C/c3ccccn3)c3ccccc3n2)c1
  11, -1, -2, 7, 0, 5, 21
CCCCC(=O)NC(=S)Nc1cccc(NC(=O)CC)c1
  18, ., 0, 1, -5, ., 17
C=CCN(c1ccc(Cl)cc1)S(=O)(=O)c1cccc(C(=O)OCC(=O)N(C)C)c1
  ., 2, ., 0, ., -4, .
Cc1nc(C)c(C(=O)N/N=C/c2cn(C)c3ccccc23)s1
  -1, ., -3, 2, -10, ., 10
Cc1ccc(-c2ccc([C@@H]3[C@H]4CN(C(=O)c5ccc(F)cc5)CCCCN4[C@H]3CO)cc2)cc1
  -7[16.7 µM], ., 3, 3, -10, ., 9
O=c1cc(-c2ccccc2)oc2ccccc12
  -3, 9, -6, -2, 20, 0, 56*
CCCN1C[C@@H](C)[C@@H](OC)CN(C)C(=O)c2ccc(NC(=O)CC)cc2OC[C@H]1C
  16[16.7 µM], ., ., ., 4, ., -1
CCOC(=O)C1CCN(c2ccc(Cl)nn2)CC1
  ., -4, ., 0, ., -2, .
O=C(CCCc1ccccc1)Nc1cccnc1
  5, ., -1, -3, ., ., 31
CO[C@@H]1CN(C)C(=O)c2ccc(NC(C)=O)cc2OC[C@@H](C)N(Cc2cccc(F)c2)C[C@H]1C
  -3[16.7 µM], 8, 0, -14, 9, -2, -4
O=C(NNc1ncnc2c1cnn2-c1ccc(F)cc1)c1ccco1
  -6, -1, 4, 3, 3, 2, 4
Cc1ccc(CNC(=O)CN(c2ccc(C(C)C)cc2)S(=O)(=O)c2c(C)noc2C)cc1
  -1, -1, 0, -2, -22, -12, -1
COC(=O)[C@@]12CCCCN1[C@H](c1ccc(-c3ccc4c(c3)OCO4)c(OC)c1)[C@@H]1C(=O)N(C)C(=O)[C@@H]12
  3, 4, -1, 2, 13, 1, 12
O=C1CC[C@@H]2C[C@@]3(C[C@@H]4CCN1[C@H]24)Nc1cc([N+](=O)[O-])ccc1NC3=NCc1ccccc1
  -4, ., -2, 9, 5, 6, -11
Brc1ccc(/C=N/Nc2ccccn2)cc1
  -3, -5, 3, ., -8, -2, 70*
CCCC(=O)C1C(=O)CC(C)(C)C(c2cc(C)no2)C1=O (stereo not drawn)
  -3, ., 19, 4, -2, ., -7
Cc1cccc(/C=N/NC(=O)C[n+]2ccccc2)c1
  ., -6, ., 4, ., -1, .
O=C(NCCC(NS(=O)(=O)OCC(Cl)(Cl)Cl)c1ccccc1)C(F)(F)F (stereo not drawn)
  4, ., 4, 0, 9, 0, 2
CCN(CCn1cccn1)C(=O)CC1C(=O)NCCN1Cc1ccc(F)c(F)c1 (stereo not drawn)
  -2, 0, ., 6, ., 2, .
O=C(O)/C(=C\c1ccc(-c2ccccc2[N+](=O)[O-])o1)c1ccccc1
  4, 5, -1, 9, 7, 1, -1
CCC(C)NC(=O)CNC(=S)N(CCCN1CCOCC1)Cc1cccs1 (stereo not drawn)
  -17, ., -1, -4, ., ., .
C[C@@H]1CN([C@H](C)CO)C(=O)c2cc(NC(=O)Nc3ccc(F)cc3)ccc2O[C@@H](C)CCCCO[C@H]1CN(C)C
  5[16.7 µM], -2, 75, -5, -11, -3, -9
CCS(=O)(=O)c1nc(S(=O)(=O)c2ccc(C)cc2)c(N2CCCCCC2)s1
  36, ., -3, ., 6, 2, -4
C[C@H]1CN([C@@H](C)CO)C(=O)c2ccccc2-c2ccccc2CO[C@@H]1CN(C)S(=O)(=O)c1cccs1
  ., 4, 52, 7, 26, 3, -2
COCC(=O)Nc1ccc2c(c1)OC[C@@H](C)N(CCC(F)(F)F)C[C@@H](C)[C@@H](OC)CN(C)C2=O
  ., -1, -5, 12, 2, 14, 2
Cc1ccc(CN(C)C[C@@H]2OCc3cn(nn3)CCCC(=O)N([C@@H](C)CO)C[C@@H]2C)cc1
  -3[16.7 µM], -6, -9, -2, -3, 5, 1
Cc1ccccc1NC(=O)c1nn(C)c(C(=O)Nc2ccccc2C)c1[N+](=O)[O-]
  -8, 6, -6, 0, 35, 1, 4
CCOc1ccc(CCNC(=O)c2nn(C)c3c2CS(=O)(=O)c2ccccc2-3)cc1
  -2, -1, -5, -1, -13, 4, 1
C[C@H]1CN([C@@H](C)CO)C(=O)c2cc(NC(=O)Nc3ccc4c(c3)OCO4)ccc2O[C@H]1CN(C)CC1CCCCC1
  -5[16.7 µM], 1, -56, -23, -11, 5, 0

Further results follow.
The line under a structure holds: miR-122 sensor, SIRT5 inh, Cneo AK release, ARNT-TACC3 inh, Statin myotox sup, ERp5 block, esBAF inh
CCCCc1ccc(NC(=O)Nc2cc(C)nn2C)cc1
  ., ., 1, 5, -26, ., -1
CCCNC(=O)[C@@H]1N[C@@H]2c3ccc(C4=CCCCC4)c(=O)n3C[C@@H]2[C@H]1CO
  -4[16.7 µM], -4, 4, -2, 11, 5, -3
CC1(NC(=O)CCNC(=O)c2ccc(C(C)(C)C)cc2)CCS(=O)(=O)C1 (stereo not drawn)
  11, -3, 0, -6, -3, -3, -6
C[C@H](CO)N1C[C@H](C)[C@@H](CN(C)S(=O)(=O)c2cn(C)cn2)Oc2c(NS(=O)(=O)c3cn(C)cn3)cccc2C1=O
  ., 2&-1, 0, 5, 6, -5&0, 2
O=C(NC(=S)NNC(=O)c1ccccc1F)c1cccnc1
  -1, 2, 0, ., ., 5, .
O=C(Cc1cccc2ccccc12)N1CC[C@@]2(O)CCCC[C@H]2C1
  ., 3, 1, -2, ., 0, -3
CCc1nc(SCC(=O)N2CCCc3ccccc32)c2oc3ccccc3c2n1
  -27, ., 0, -3, -12, ., 2
Cc1ccsc1/C=N/N1CCN(Cc2ccccc2)CC1
  1, -4, -1, 8, 2, -1, 36
COc1ccc(C(=O)N2CCN(CCNC(=O)C(=O)Nc3ccc(F)cc3)CC2)cc1OC
  ., -2, -2, 3, -4, 0, 1
Cc1nn(C)cc1CNC(=O)C1(C)CC1(Cl)Cl (stereo not drawn)
  -8, ., 1, -4, ., ., .
CCn1c(CN2CCCCC2)nc2cc(S(=O)(=O)N3CCCCC3)ccc21
  8, 1, 1, 44, 1, 4, -2
CC(C)(C)C(=O)Nc1ncccc1C(O)c1cccc(C(F)(F)F)c1 (stereo not drawn)
  ., -8, ., -2, ., 8, .
CO[C@H]1CN(C)C(=O)c2ccc(NC(C)=O)cc2OC[C@@H](C)N(Cc2ccc(F)cc2)C[C@H]1C
  0[16.7 µM], 8, -1, 2, -7, -3, -3
O=C(O)c1ccc(S(=O)(=O)N2CCN(c3ccccn3)CC2)cc1
  -2, 11, 0, 6, 1, 4, -7
O=S(=O)(c1ccc(OCC(O)CN2CCCCC2)cc1)N1CCOCC1 (stereo not drawn)
  5, ., 1, -3, 4, ., -6
COc1ccc(CN(C)C[C@@H]2Oc3ccc(NC(=O)CCC(F)(F)F)cc3C(=O)N([C@H](C)CO)C[C@@H]2C)cc1
  -6[16.7 µM], -2, -3, 0, -3, -3, 0
O=S(=O)(c1cccc(Cl)c1)N1CN(CC2CCCO2)c2nc3ccccc3nc21 (stereo not drawn)
  4, -2, -1, ., 5, -11, 14
O=C(CSC1=NCCS1)N1CCN(c2ccc(Cl)cc2)CC1
  -13, ., 15, -1, ., ., 18
Cc1ccc(S(=O)(=O)Nc2ccc3c(c2)C(=O)N([C@H](C)CO)C[C@H](C)[C@@H](CN(C)Cc2ccc(Oc4ccccc4)cc2)O3)cc1
  -2[16.7 µM], ., ., ., -18, ., -2
COc1ccc(Cc2nnc(Nc3ccccc3)s2)cc1Br
  ., -3, 0, ., 77*, 3, 3
Cc1cc(C)cc(-n2c(C)cc(/C=N/NC(=O)CSc3ncccn3)c2C)c1
  -4, ., -1, 2, ., ., 3
CCOC(=O)CSc1nnc(C)c(=O)[nH]1
  ., ., 3, -4, 4, ., 5
O=C(c1ccc2ccccc2c1)C1CCCN(S(=O)(=O)c2cccnc2)C1 (stereo not drawn)
  ., -8, ., -2, ., 0, .
COCC(=O)N1C[C@H]2[C@@H](c3ccccc31)[C@H](CO)N2C(=O)C1CC1
  10[16.7 µM], 0, -3, 10, -13, 1, 0
CC1(C(=O)NS(=O)(=O)c2cccs2)CCN1C(=O)C1(c2ccc(Cl)cc2)CC1 (stereo not drawn)
  8, -1, 1, ., 13, 1, 4
Cc1ccc(S(=O)(=O)N(CC(=O)N2CCCCC2)c2cccc(C)c2)cc1
  86, ., 3, 24, ., ., 2
O=C(O)Cc1ccc2c(c1)Cc1cccnc1O2
  2, 3, 1, ., -1, 5, -2
COc1ccccc1NC(=O)NCc1nc(-c2ccc(C(F)(F)F)cc2)no1
  17, -5, 0, 2, ., 2, .
COc1ccc([N+](=O)[O-])cc1N(CC(=O)Nc1ccccc1C(=O)N1CCCC1)S(C)(=O)=O
  ., -3, ., -2, ., -2, .
CC(=O)CSc1nc2ccc(Nc3nc(N4CCOCC4)nc(N4CCOCC4)n3)cc2s1
  -3, ., 5, 0, 8, ., 6

Limited to ARNT-TACC3 inh, Statin myotox sup and miR-122 sensor, for some of the entries so far:
| Molecule | ARNT-TACC3 inh | Statin myotox sup | miR-122 sensor |
| --- | --- | --- | --- |
| CO[C@@H]1CN(C)C(=O)c2ccc(NC(C)=O)cc2OC[C@@H](C)N(Cc2cccc(F)c2)C[C@H]1C | -14 | 9 | -3[16.7 µM] |
| O=C(NNc1ncnc2c1cnn2-c1ccc(F)cc1)c1ccco1 | 3 | 3 | -6 |
| Cc1ccc(CNC(=O)CN(c2ccc(C(C)C)cc2)S(=O)(=O)c2c(C)noc2C)cc1 | -2 | -22 | -1 |

The list goes on:
The line under a structure holds: miR-122 sensor, SIRT5 inh, Cneo AK release, ARNT-TACC3 inh, Statin myotox sup, ERp5 block, esBAF inh
Cc1ccc(C)c(N(CC(=O)N/N=C/c2ccc(-c3ccc([N+](=O)[O-])cc3)o2)S(=O)(=O)c2ccccc2)c1
  0, 10, -5, -9, -2, -5, -7
COc1cc(Cl)cc(CN2CCC(CCC(=O)NC3CC3)CC2)c1OC
  -3, 1, 3, -4, 0, 1, -3
COc1ccc(CCN2C(=S)N(C)C(=O)C2CC(=O)Nc2ccc(F)cc2)cc1 (stereo not drawn)
  -5, -2, 1, ., ., -8, .
C[C@@H]1CN([C@@H](C)CO)C(=O)c2cc(NC(=O)CCCN(C)C)ccc2O[C@@H]1CN(C)C(=O)Nc1cccc2ccccc12
  -4[16.7 µM], 0, 0, 20, 2, 1, -2
CC(NC(=O)CN1CCC(C(N)=O)CC1)c1ccccc1 (stereo not drawn)
  0, ., ., -6, ., ., -2
O=C(c1ccc([N+](=O)[O-])cc1)N(c1ccccn1)c1ccccn1
  ., 20*, ., 1, ., 5, .
CC(=O)Nc1ccc(-c2csc(Nc3cccc(C)n3)n2)cc1
  -8, -5, 5, 29, ., -4, .
O=C(C1CCCN(S(=O)(=O)c2ccccc2)C1)N1CCN(c2ccc(F)cc2)CC1 (stereo not drawn)
  -6, -1, -7, -1, -8, -1, -1
CCN(CC)C(=O)CSc1nnc(-c2ccccc2)c(-c2ccccc2)n1
  -6, ., 3, 0, 10, ., 6
CCN(CC(=O)Nc1c(F)cccc1F)C(=O)C(C)SCc1nc2sc(C)c(C)c2c(=O)[nH]1 (stereo not drawn)
  1, 3, -1, 3, ., -1, .
Cc1cccc(-c2nc(CN3CCN(C(=O)C4CCCO4)CC3)cs2)c1 (stereo not drawn)
  ., -4, 1, -4, -3, 1, 3
CCCC(=O)N(CCc1c[nH]c2ccccc12)[C@@H]1CC(C(=O)NCCO)=C[C@H](Oc2c(I)cc(CO)cc2OC)[C@H]1O
  ., -3, 0, 5, ., 2, .
O=C(NCc1ccccc1)NC(=O)c1ccc(Cl)cc1
  -4, -3, -1, ., -4, -3, 1
